Lipid storage S3 = qHTS Assay for Lipid Storage Modulators in Drosophila S3 Cells; Drosophila S3 cells, BODIPY lipid droplet fluorescence, 18-24 h; cells fed with added oleic acid; lipid storage change, negative = inhibition, % at the top dose, mostly 46.1 µM; hits show Potency in µM; 320,000 compounds, 0.64% hits; active = well fitted inhibition curve with a large enough effect in the signal ratio, with a control signal flat, not every such curve was filed as active; inconclusive = small, poorly fitted or top-dose-only effect, or effect the other way, or a change in a side signal; the % refers to the signal ratio
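Drosophila S3 cells got compounds at several concentrations plus oleic acid (400 uM solution). Laser-scanning cytometry with 488 nm excitation read lipid droplets at 500-530 nm and cells at 575-640 nm. Percent activity was relative to 20 uM Triacsin C.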
Lipid storage S3 cell count max = recorded beside Lipid storage S3, whose call it bears; cell number change, %; measured here: cell count max response;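 cells counted by Cell Tracker Red CMTPX staining in the red channel; peak over a dose series mostly up to 46.1 µM; percent activity relative to internal control wells on each plate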
An asterisk follows results filed as active; i = inactive; ? = inconclusive; nt = no result given; [ ] = remark or other dose. % is set by controls: 0 for no effect and ±100 for the full control effect; potency is the fitted concentration of half-maximal effect. Only part of the results is shown (hit frequency here may not be typical).

SMILES | Lipid storage S3 | Lipid storage S3 cell count max
CCOc1cc(/C=N/NC(=O)c2cc(C)[nH]n2)ccc1OC(=O)c1ccc([N+](=O)[O-])cc1 | ? | nt
CSCC[C@H](NC(=O)Nc1ccc(C)cc1)C(=O)O | ? | nt
CN(C(=O)COC(=O)C1=COCCO1)c1c(N)n(Cc2ccccc2)c(=O)[nH]c1=O | -8%[0.0737 µM] | 12
COC(=O)c1cc(OC(=O)CCc2ccc(OC)c(OC)c2)cc(C(=O)OC)c1 | ? | nt
Cc1ccc(C(=O)NC2CC(=O)N(c3ccc4c(c3)OCCO4)C2)cc1[N+](=O)[O-] (stereo not given) | i | nt
Cc1ccc(CSCC(=O)NCc2ccco2)cc1 | 0% | 15
COc1cccc(C(=O)CC(=O)C(=O)Nc2ccc(C)cc2Cl)c1 | 5% | -7
O=C(O)CC/C(=C\c1cccc(NC(=O)c2ccccc2Cl)c1)c1nc2ccccc2s1 | ? | nt
Cn1c(C(=O)NCC2CCCO2)cc2c(=O)n3ccccc3nc21 (stereo not given) | 4% | -16
CCCc1cc(=O)[nH]c(SCc2nc3ccccc3o2)n1 | ? | nt
NNC(=O)c1cccc(COc2ccc3c(c2)CCC3)c1 | ? | nt
O=C(O)Cc1ccc2ocnc2c1 | ? | nt
CCC1SC2=NCN(c3ccccc3)CN2C1=O (stereo not given) | -12% | -13
CC1=C(C(=O)Nc2ccccc2)C(c2cccc([N+](=O)[O-])c2)Nc2nc3ccccc3n21 (stereo not given) | ? | nt
CC(C)c1ccc(NC(=O)NCc2ccc(F)cc2)cc1 | ? | nt

Three of the compounds above, with the structure last:
| Lipid storage S3 | Lipid storage S3 cell count max | SMILES |
| --- | --- | --- |
| ? | nt | CSCC[C@H](NC(=O)Nc1ccc(C)cc1)C(=O)O |
| ? | nt | NNC(=O)c1cccc(COc2ccc3c(c2)CCC3)c1 |
| ? | nt | O=C(O)Cc1ccc2ocnc2c1 |

(further entries)
SMILES | Lipid storage S3 | Lipid storage S3 cell count max
Cc1ccc(C)c(S(=O)(=O)Nc2ccc(O)c3ccccc23)c1 | -11% | -12
COC(=O)C1=C(C)N(Cc2ccco2)C(=O)/C1=C\c1ccc(N(C)C)cc1 | ? | nt
COc1cccc(C(=O)Nc2ccc(N3CCCC3)cc2)c1 | ? | nt
O=C(CSCc1cccc(CSCC(=O)Nc2ccccc2)n1)Nc1ccccc1 | ? | nt
Cc1ccc(S(=O)(=O)N2CCN(C(=O)Cn3cnc4c3c(=O)n(C)c(=O)n4C)CC2)cc1C | ? | nt
O=C(c1ccccc1)N1CCN(S(=O)(=O)N2CCCCCC2)CC1 | i | 23
Cc1ccc(S(=O)(=O)Nc2cc(Cl)ccc2-n2cncn2)cc1 | ? | nt
Cc1ccc(S(=O)(=O)N2CCc3c2cc([N+](=O)[O-])cc3[N+](=O)[O-])cc1 | 10% | 26
Cc1ccc(NC(=O)COC(=O)CNC(=O)c2cccc([N+](=O)[O-])c2)cc1S(=O)(=O)N1CCCCCC1 | -3% | 10
Cc1cccc(OCC(=O)NCCNC(=O)c2ccccn2)c1 | ? | nt
COc1ccc(-c2n[nH]c(=S)nc2-c2ccc(OC)cc2)cc1 | i | -2
Cc1ccccc1CC(=O)N1CCCC(CNC(=O)c2ccc(F)cc2)C1 (stereo not given) | i | -5
CCOc1ccccc1N=Cc1c(O)c2ccccc2oc1=O | ? | nt
CCOC(=O)Cn1ncc(-c2ccccc2)c1N | -2% | 12
Cc1cc(NC(=O)c2noc3c2CCCC3)n(-c2ccccc2)n1 | ? | nt
CC(C)[C@H](NS(=O)(=O)c1cccc(Cl)c1)C(=O)OCC(=O)N1CCN(c2ccccc2)CC1 | ? | nt
CCOC(=O)C1(CCOc2ccccc2)CCN(Cc2cnc(C)s2)CC1 | -11% | -16
CCCCCn1c(=O)[nH]c2cc(C(=O)N3CCN(c4ccc(C(C)=O)cc4)CC3)ccc2c1=O | ? | nt
CC(C)CCN1CC(=O)N2Cc3[nH]c4ccccc4c3C[C@H]2C1=O | -27% | 8
CSc1nsc(SC)c1NC(=O)N1CCCCC1 | ? | nt
O=C(CCn1cnc(-c2ccccc2)c1-c1ccccc1)N/N=C/c1ccc(O)cc1 | ? | nt
Cc1nnn(-c2nonc2N)c1C(=O)N/N=C/c1ccccc1O | 1% | -9
C[C@@H](NC(=O)c1[nH]cnc1C(=O)Nc1ccon1)c1ccccc1 | 6% | -17
O=C(Nc1nc2ccccc2s1)C1CCCN1S(=O)(=O)c1ccc(Cl)cc1 (stereo not given) | ? | nt
COc1ccc(Cl)cc1NC(=S)NCc1ccccn1 | 1% | -19
COc1ccccc1NC(=O)CCC(=O)Nc1nnc(C(F)(F)F)s1 | ? | nt
O=C(c1ccccc1)C(C(=O)N1CCc2ccccc2C1)n1ccccc1=O (stereo not given) | 21% | 5
O=C(O)C(c1ccccc1)N1C(=O)/C(=C\c2ccc(-c3ccccc3Cl)o2)SC1=S (stereo not given) | ? | nt
O=C(NCCCCc1ccccc1)c1cccc([N+](=O)[O-])c1 | -2% | -4
CCCCN(C(=O)CNC(=O)c1cccs1)C(C(=O)NC1CCCC1)c1ccncc1 (stereo not given) | -10% | 2
CC(=O)N=c1sccn1CC(O)c1ccc(Br)cc1 (stereo not given) | ? | nt
C=CCOc1cccc(C2C(C(=O)c3ccco3)=C(O)C(=O)N2Cc2ccco2)c1 (stereo not given) | i | 12
CNC(=O)C(C#N)(Cc1cc(C(C)=O)ccc1OC)Cc1cc(C(C)=O)ccc1OC | 1% | 5
O=C(Cn1cnc2c(nnn2Cc2ccc(F)cc2)c1=O)NCC1CCCO1 (stereo not given) | 1% | -3
O=C(CN(C(=O)c1csnn1)c1ccc(Br)cc1)NC1CCCC1 | ? | nt
CCCCNC(=O)Nc1nnc(SCC(=O)OCC)s1 | -7% | 10
[O-][n+]1cccc2ncc3cscc3c21 | ? | nt
COC(=O)C1=C(O)/C(=C\c2cc(C)n(-c3ccccc3C)c2C)N=C1C | 4% | 16
COCC(=O)Nc1nc2ccc(C)cc2s1 | ? | nt
CCCCOc1ccc(C(=O)Nc2ccc(S(=O)(=O)Nc3cc(C)on3)cc2)cc1OC | 8% | 0
CCN(CC)CCCCOc1ccccc1OC | ? | nt
CCOc1cc(N2CCOCC2)c(OCC)cc1NC(=O)COC(=O)/C=C/c1ccc(OC(F)F)cc1 | ? | nt
COc1ccc(-c2noc(COC(=O)c3ccco3)n2)cc1OC | 17% | 0
COc1ccc(C(=O)N2CCN(C(=O)Cc3ccccc3)CC2)cc1OC | ? | nt
COc1ccc2c(c1)C(c1ccc(N3CCOCC3)cc1)=NNC(c1cccnc1)=N2 | ? | nt

Complete entries from above.
O=C(Nc1nc2ccccc2s1)C1CCCN1S(=O)(=O)c1ccc(Cl)cc1 (stereo not given) as listed: Lipid storage S3: ?; Lipid storage S3 cell count max: nt
O=C(O)Cc1ccc2ocnc2c1 as listed: Lipid storage S3: ?; Lipid storage S3 cell count max: nt

Other structures:
Value order: Lipid storage S3, Lipid storage S3 cell count max
Cc1ccc(/C([O-])=C(/C(=S)NCc2ccc3c(c2)OCO3)[n+]2ccc(N(C)C)cc2)c(C)c1
 : ?, nt
O=C(Nc1ccccc1Cl)N1CCN(c2ncccn2)CC1
 : i, nt
C=C(C)c1cccc(C(C)(C)NC(=O)NC2CCCC2)c1
 : 0%, -22
CCOC(=O)c1ccc(NC(=O)NC2CC3CCC(C2)N3Cc2nnnn2C(C)(C)C)cc1 (stereo not given)
 : ?, nt
Cn1c(=O)c([N+](=O)[O-])c(NCC2CCCO2)c2ccccc21 (stereo not given)
 : 9%, 7
O=C(CNC(=O)c1cccnc1)N/N=C/c1cccnc1
 : -6%, 2
NNC(=O)c1csc(-c2ccccc2)n1
 : ?, nt
Cc1ccc(C(=O)NCCN2C3=NC[C@H](Cc4ccc(O)cc4)N3C[C@H]2Cc2ccc(O)cc2)cc1Br
 : 10%, -12
COc1ccccc1NC(=O)Nc1nnc(CC(=O)Nc2ccccc2)s1
 : -12%, nt
O=C(Cc1ccc(Br)cc1)N/N=C/c1cccnc1
 : i, -8
CCOC(=O)C1=C(C(F)(F)F)Nc2ncnn2C1c1cccc(OC)c1OC (stereo not given)
 : ?, nt
Cc1csc(NC(=O)c2cnc3ccccc3n2)n1
 : 1.6µM*, nt
COc1ccc(C(=O)NC2CCCN(Cc3ccccc3F)C2)c(OC)c1OC (stereo not given)
 : -29%, 19
Cc1cccn2c(=O)c(C=O)c(N3CCN(c4ccc(F)cc4)CC3)nc12
 : 5%, 0
Cc1ccc2c(c1)c1c(n2CC(O)Cn2c(C)nc3ccccc32)/C(=N\O)CCC1 (stereo not given)
 : ?, nt
CCOC(=O)C1CCN(C(=O)c2ccccc2NS(=O)(=O)c2ccc(C)cc2)CC1
 : i, 4
CCc1ccc(C2=CC(c3cc(Br)ccc3F)n3ncnc3N2)cc1 (stereo not given)
 : ?, nt
COc1ccccc1NC(=S)N1CCN(C(c2ccccc2)c2ccccc2)CC1
 : 21%, -8
Cc1cccc(N2CCN(C(=O)CCC(=O)N3Cc4ccccc4Oc4ncccc43)CC2)c1C
 : ?, nt
COc1ccccc1CCNC(=O)CC1C(=O)NCCN1CCCc1ccccc1 (stereo not given)
 : i, nt
Cc1cccc(Nc2nnc(SCC(=O)NC(=O)CN3CCCC3=O)s2)c1
 : ?, nt
CCc1nnc(NC(=O)c2ccc(-c3cc(C(F)(F)F)ccc3Cl)o2)s1
 : ?, nt
Cc1ccccc1N1C(=O)c2ccccc2N2C(=O)c3ccccc3C12 (stereo not given)
 : ?, nt
CC(C)c1ccc(/C=N/NC(=O)c2cccc(Cl)c2)cc1
 : ?, nt
CCCC(O)(CCC)C(=O)NN(C(=O)CCl)c1cccc(C)c1
 : 21µM*, -4.8*
Cc1nc(-c2nnc(SCC(=O)Nc3ccc(C(F)(F)F)cc3)n2C)cs1
 : ?, nt
COc1ccc(NC2CCCCC2NS(=O)(=O)c2ccc(C)cc2)cc1 (stereo not given)
 : i, -15
CCOC(=O)c1ccc(NC(=O)CNC(=O)C2CCCCC2)cc1
 : 11%, -10
CCOC(=O)C(Cc1ccc(OC)c([N+](=O)[O-])c1)NC(=O)CCC(=O)Nc1ccc(C)cc1 (stereo not given)
 : -25%, -23
Cn1cc(CNCCCn2ncc3ccccc32)c(-c2ccccc2F)n1
 : -8%, 1

Four compounds already listed, arranged by count of non-hydrogen atoms, low to high.
Value order: Lipid storage S3, Lipid storage S3 cell count max
Cc1csc(NC(=O)c2cnc3ccccc3n2)n1
 : 1.6µM*, nt
O=C(CNC(=O)c1cccnc1)N/N=C/c1cccnc1
 : -6%, 2
CCOC(=O)c1ccc(NC(=O)CNC(=O)C2CCCCC2)cc1
 : 11%, -10
Cc1nc(-c2nnc(SCC(=O)Nc3ccc(C(F)(F)F)cc3)n2C)cs1
 : ?, nt

Additional records follow:
Value order: Lipid storage S3, Lipid storage S3 cell count max
Cn1c(=O)c2ccccc2n(Cc2ccccc2Cl)c1=O
 : ?, nt
Cc1cc(NC(=O)c2sc(Nc3cccc(C(F)(F)F)c3)nc2N)no1
 : ?, nt
Cc1c(CCC(=O)N[C@@H](C)C(=O)O)c(=O)oc2cc3occ(-c4ccccc4)c3cc12
 : ?, nt
CCN(CC)C(=O)C12C(=O)Oc3ccccc3C1C2(C)C(=O)c1ccc(F)cc1 (stereo not given)
 : -14%, 0
CCn1cc(C(=O)NCC(=O)NC(C)(C)CO)c(=O)c2cc3c(cc21)OCO3
 : ?, nt
C=CCSc1nc2ccccc2[nH]1
 : ?, nt
COCCOC(=O)C1=C(C)NC2=C(C(=O)CC(c3cccs3)C2)C1c1ccsc1 (stereo not given)
 : ?, nt
CC(NC(=O)C12CC3CC(CC(C3)C1)C2)C(=O)N/N=C/C1=C(N2CCOCC2)C(=C\c2ccccc2)/CC1 (stereo not given)
 : ?, nt
Cc1ccc2cc3cc(C(=O)NCCCN4CC(C)CC(C)C4)oc3nc2c1 (stereo not given)
 : ?, nt
COc1ccc(C(=O)C23CC4CC(C2)CC(C(=O)c2ccc(OC)cc2)(C4)C3)cc1
 : ?, nt
Nc1cc(=O)[nH]c(SCC(=O)N2CCN(S(=O)(=O)c3ccc4ccccc4c3)CC2)n1
 : ?, nt
CC1CC(C)CN(CC(=O)N2CCc3[nH]c4ccccc4c3C2)C1 (stereo not given)
 : ?, nt
COc1ccc(C)cc1NC(=O)c1cnc2n(c1=O)CCS2
 : -3%, 0
COc1ccc(N(C)C(=O)Cc2c(C(=O)O)n(C)c3ccccc23)c(OC)c1
 : i, nt
CCOc1ccc(CNS(=O)(=O)c2cc(CN3C(=O)c4cccnc4C3=O)ccc2OC)cc1
 : ?, nt
COc1cc(/C=C(/C(=O)c2cccs2)c2nc3ccccc3[nH]2)ccc1O
 : i, -19
COC(=O)c1ccccc1NC(=O)Nc1cccnc1
 : ?, nt
CC(C)(C)CC(C)(C)c1ccc(O)c(CN2CCN(CCC#N)CC2)c1
 : ?, nt
CN(C)CCCN(Cc1cc2cc3c(cc2[nH]c1=O)OCO3)C(=S)NCc1ccco1
 : 1%, 7
O=[N+]([O-])c1nn(-c2ccc3c(c2)OCCO3)n(O)c1=Nc1ccc(Cl)cc1
 : -5%, -19
O=[N+]([O-])c1ccc(Oc2ccc(S(=O)(=O)Nc3ccccc3)cc2)cc1
 : ?, nt
COc1ccc(-c2nn(-c3ccccc3)cc2C(=O)NC(=S)NNC(=O)c2ccncc2)cc1
 : -10%, 1
Cn1c(N)c(C(=O)COC(=O)C2=COCCO2)c(=O)n(C)c1=O
 : 0%, 12

Compound activity: PubChem BioAssay, National Center for Advancing Translational Sciences (NCATS)
